Assay outcomes (PubChem BioAssay)
PI4K2A inh = blocks human PI4K2A kinase activity; purified PI4K2A, ADP-Glo luminescence, 1 h; hits give low values; AID 1346378; 0.13% of 420,000 active; Q9BTU6; activity change, negative = inhibition, % at 76.9 µM; in the data active = activity change below about -50%; inconclusive = mostly about -30% to -49%;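 note: -100% = wells without enzyme as full effect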
Target sequence (Q9BTU6 whole entry, looked up): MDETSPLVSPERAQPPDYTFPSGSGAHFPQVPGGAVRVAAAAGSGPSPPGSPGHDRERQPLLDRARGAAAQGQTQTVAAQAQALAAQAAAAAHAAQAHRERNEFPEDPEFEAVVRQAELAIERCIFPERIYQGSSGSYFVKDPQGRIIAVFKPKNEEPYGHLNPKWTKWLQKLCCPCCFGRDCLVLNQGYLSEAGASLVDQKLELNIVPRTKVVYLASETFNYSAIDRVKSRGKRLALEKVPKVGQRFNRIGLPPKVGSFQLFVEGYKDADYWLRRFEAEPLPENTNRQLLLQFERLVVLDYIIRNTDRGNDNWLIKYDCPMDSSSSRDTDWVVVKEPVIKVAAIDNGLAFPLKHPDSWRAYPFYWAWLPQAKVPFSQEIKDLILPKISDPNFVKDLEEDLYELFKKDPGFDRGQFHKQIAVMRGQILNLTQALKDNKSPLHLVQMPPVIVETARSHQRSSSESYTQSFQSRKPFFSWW
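In this quantitative HTS, ADP production by PI4K2A was quantified luminescently after 1 h at ambient temperature; 100 microM adenosine served as plate-quality control.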
mIDH1 inhibitor = human IDH1 R132H inhibition; 0.093% of 390,000 active; Potency, µM (series often up to 76.6 µM), without a hit: at the highest dose activity change, negative = inhibition, hits mostly inhibitors; O75874; IDH1-R132H enzyme, NADPH consumption, diaphorase/resazurin fluorescence; note: potency is the fitted concentration of half-maximal effect; % is set by controls: 0 for no effect and ±100 for the full control effect; nearly all actives have a fitted effect of over 65% in size
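IDH1-R132H (0.5 ug/mL dispensed) in pH 7.5 Tris buffer was preincubated 30 min with compound, then given a substrate mix of 0.016 mM NADPH and 2 mM alpha-KG for 80 min at room temperature; remaining NADPH was read by diaphorase/resazurin fluorescence.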
USP1-UAF1 inh = blocks the human USP1/UAF1 deubiquitinase complex; recombinant USP1/UAF1, Ub-Rhodamine cleavage fluorescence; AID 743255; O94782; 0.23% of 390,000 active; Potency, µM (titrated, usually from 57.1 µM), for inactives: top-dose activity change, negative = inhibition, actives largely listed as inhibitors; note: potency is the fitted concentration of half-maximal effect; % is set by controls: 0 for no effect and ±100 for the full control effect; nearly all actives have a fitted effect of over 60% in size; inactives centre near -12
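In this screen, compounds sit with the deubiquitinase complex (1nM) for 15 min at room temperature before Ub-Rho is added at 150nM final. Fluorescence rise is then followed for 6 reads every 60 seconds.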
TrxR1 substrate = rat thioredoxin reductase 1 substrate activity | purified TrxR1 substrate turnover, NADPH consumption readout | Potency, µM (top dose mostly 114 µM), without a hit: at the top dose activity change, negative = substrate turnover | 0.01% of 390,000 active | O89049; note: potency is the fitted concentration of half-maximal effect; % is set by controls: 0 for no effect and ±100 for the full control effect; nearly all actives have a fitted effect of over 50% in size
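Rat TrxR1, dispensed at 90 nM, was prereduced with 400 uM NADPH (final) for 5 min at ~22 deg C, then incubated with compound 15 min before 400 uM selenite. A first-read NADPH fluorescence drop versus no-compound background flagged substrates.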
TrxR1 inh = blocks rat thioredoxin reductase 1 | 1% of 390,000 active | O89049 | recombinant rTrxR1, NADPH fluorescence consumption, selenite substrate | AID 588453 | Potency, µM (titrated, usually from 114 µM), inactives show top-dose activity change, negative = inhibition, usual class: inhibitors; note: potency is the fitted concentration of half-maximal effect; % is set by controls: 0 for no effect and ±100 for the full control effect; nearly all actives have a fitted effect of over 65% in size
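Rat TrxR1 (90 nM in the dispensed reagent) was pre-reduced with 400 uM NADPH for 5 min at room temperature, then incubated with compound for 15 min. After 400 uM selenite was added, NADPH fluorescence (Ex 340/Em 450 nm) was followed for 8 min.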
GLS inh = glutaminase GLS (human) inhibition; Potency, µM (series often up to 45.5 µM), without a hit: at the highest dose activity change, negative = inhibition, hits mostly inhibitors; O94925; 0.21% of 410,000 active; GLS enzymatic activity, qHTS titration; note: potency is the fitted concentration of half-maximal effect; % is set by controls: 0 for no effect and ±100 for the full control effect
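Assay buffer: 45 mM KH2PO4 pH 8.2, 0.02% Tween-20. hKGA acts on L-glutamine (1 mM solution added); product glutamate is reported by an oxidase/peroxidase Amplex Red coupling, with fluorescence taken at baseline and 30 min.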
Pin1 inh = inhibitors of human Pin1; Pin1 FP peptide displacement, HiFluor488, 10 min; Q13526; 0.009% of 390,000 active; Potency, µM (top dose mostly 115 µM), for the others: at the highest dose activity, negative = inhibition, actives largely listed as inhibitors; active = well fitted inhibition curve with a large enough effect in the polarisation, with a control signal flat, not every such curve was filed as active; inconclusive = small, poorly fitted or top-dose-only effect, or effect the other way, or a change in a side signal; inactive = no such curve, though single readings can be large or run the other way; the % refers to the polarisation; note: potency is the fitted concentration of half-maximal effect; % is set by controls: 0 for no effect and ±100 for the full control effect
Target sequence (Q13526 whole entry, looked up): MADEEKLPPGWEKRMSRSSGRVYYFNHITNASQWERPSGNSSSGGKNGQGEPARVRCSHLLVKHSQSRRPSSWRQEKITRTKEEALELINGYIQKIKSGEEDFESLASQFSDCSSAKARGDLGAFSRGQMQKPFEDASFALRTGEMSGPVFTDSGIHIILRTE
Tb PGK inh = inhibitors of T. brucei phosphoglycerate kinase. P07378. PGK/GAPDH coupled, Kinase-Glo luminescence, 60 min. Potency, µM (highest dose often 57.5 µM), for the others: at the highest dose activity change, negative = inhibition, hits mostly inhibitors. 0.043% of 380,000 active. AID 602233; note: potency is the fitted concentration of half-maximal effect; % is set by controls: 0 for no effect and ±100 for the full control effect; nearly all actives have a fitted effect of over 60% in size
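Recombinant glycosomal PGK reaction used 1,3-bisphosphoglycerate generated in-well by GAPDH (100nM final) in 100mM TEA pH 7.6, 5mM MgCl2, 0.01% Tween-20. After 60 minutes at room temperature, ATP was read by Kinase-Glo Plus luminescence end-point.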
HP1b binding inh = blocks HP1-beta chromodomain binding to methylated histone tails; Potency, µM (highest dose often 114 µM), without a hit: at the top dose activity change, negative = inhibition, usual class: inhibitors; 0.56% of 390,000 active; AlphaScreen HP1-beta / biotin-H3K9me3 peptide binding; P83916; note: potency is the fitted concentration of half-maximal effect; nearly all actives have a fitted effect of over 70% in size; inactives centre near 23
Target sequence (P83916 whole entry, looked up): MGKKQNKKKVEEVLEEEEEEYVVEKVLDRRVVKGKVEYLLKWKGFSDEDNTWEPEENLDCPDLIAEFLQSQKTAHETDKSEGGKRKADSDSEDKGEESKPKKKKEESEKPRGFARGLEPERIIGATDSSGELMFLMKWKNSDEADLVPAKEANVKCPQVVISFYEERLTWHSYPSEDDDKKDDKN
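AlphaScreen: HP1-beta (50 nM) preformed 30 min with biotin-H3(1-18)K9me3 peptide (50 nM) in PBS pH 7.4, 0.01% Tween-20. Compound added for 30 min at RT, then streptavidin donor/nickel chelate acceptor beads (10 ug/mL) for 30 min.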
* = called active by the depositor; i = inactive; ? = inconclusive; . = no result given; [ ] = another dose, or the depositor's remark. Unless noted, calls come from the whole dose curve; as a rule, active = well fitted curve in the direction sought with a large enough effect; inconclusive = small, poorly fitted or top-dose-only effect, or another doubt; inactive = no such curve, though single readings can be large; an effect the other way counts as inactive or inconclusive. A portion of the library (hit frequency here may not be typical).

Labels used below – A = PI4K2A inh; B = mIDH1 inhibitor; C = USP1-UAF1 inh; D = TrxR1 substrate; E = TrxR1 inh; F = GLS inh; G = Pin1 inh; H = Tb PGK inh; I = HP1b binding inh
COC(=O)C1C(=O)C(C(=O)c2ccccc2)C(=O)CC1(C)C (configuration not stated)
  A: 6 | B: 2% | C: -12% | D: -1% | E: 25% | F: 1% | G: 0% | H: i | I: 28%
COc1ccc(NC(=O)c2ccc(-c3nn(C)c(=O)c4ccccc34)cc2)cc1C(N)=O
  A: 1 | B: -7% | C: -5% | D: -5% | E: -11% | F: -1% | G: 10% | H: 5% | I: 24%
CN(C(=O)NC1CC(=O)N(c2ccc3c(c2)OCCO3)C1)c1ccccc1 (configuration not stated)
  A: 3 | B: -3% | C: -2% | D: 4% | E: 25% | F: 8% | G: -6% | H: 5% | I: 11%
O=C(c1ccc(-n2cncn2)c([N+](=O)[O-])c1)N1CCN(S(=O)(=O)c2ccccc2Br)CC1
  A: 1 | B: 0% | C: -16% | D: 5% | E: 10% | F: 1% | G: -3% | H: 0% | I: 19%
O=C(Nc1ccc(-c2nc3ccccc3s2)c(O)c1)C1=COCCO1
  A: -4 | B: 1% | C: -19% | D: -13% | E: -12% | F: -12% | G: 28% | H: ? | I: 6%
COc1ccc2oc(C(=O)N3CCN(S(=O)(=O)c4cccc([N+](=O)[O-])c4)CC3)c(C)c2c1
  A: 5 | B: 8% | C: -20% | D: -3% | E: 19% | F: -3% | G: -7% | H: 0% | I: 12%
COc1cccc(Nc2ccc(Nc3cccc(OC)c3)nn2)c1
  A: 5 | B: 4% | C: -21% | D: -7% | E: 5% | F: 19% | G: 0% | H: -7% | I: -31%
CN(C1CCCCC1)S(=O)(=O)c1ccc2c(c1)c(=O)c(C(=O)NCc1ccc(F)cc1)cn2C
  A: -2 | B: -7% | C: -14% | D: -1% | E: 31% | F: 1% | G: -3% | H: 1% | I: 25%
CCC(=O)c1ccc(OCc2ccccc2)c(OC)c1
  A: -2 | B: 5% | C: -21% | D: -2% | E: -2% | F: -3% | G: 0% | H: 1% | I: 68%[activator]
CN(Cc1c(C(=O)N/N=C/c2ccccc2F)nnn1-c1nonc1N)c1ccccc1
  A: -2 | B: 0% | C: -22% | D: -6% | E: 3% | F: 63%[activator] | G: 1% | H: -7% | I: -1%[57 µM]
CC(C)CCn1nnnc1C(c1ccccc1)N1CCN(C)CC1 (configuration not stated)
  A: -12 | B: -1% | C: -15% | D: -7% | E: -11% | F: 9% | G: -5% | H: 4% | I: 57%
Cc1noc(C)c1COc1ccccc1C(=O)N(C)CC(=O)Nc1cccc(F)c1
  A: 0 | B: 6% | C: -14% | D: -3%[57.1 µM] | E: 10% | F: -2% | G: -18% | H: -2% | I: 26%
Cc1ccc2cc(CCNS(=O)(=O)c3ccc(F)cc3)c(=O)[nH]c2c1
  A: -4 | B: 0% | C: -22% | D: 1% | E: -5% | F: -5% | G: -2% | H: -5% | I: 44%[activator]
CC(=O)N/N=C(\C)c1cccc(NC(=O)c2cccs2)c1
  A: -2 | B: 0% | C: -6% | D: -15% | E: -21% | F: 16% | G: 9% | H: i | I: 12%
CCN1CCC(NC(=O)Nc2cccc(C(F)(F)F)c2)CC1
  A: -1 | B: 3% | C: -3% | D: 4%[57.1 µM] | E: 15%[57.1 µM] | F: -3% | G: 7% | H: i | I: 24%
CCSc1nnc(NC(=O)Cc2ccccc2OC)s1
  A: -3 | B: 9% | C: -3% | D: -9% | E: -13% | F: 8% | G: -7% | H: i | I: 23%
O=C(COc1ccc(F)cc1)N1CCCc2ccccc21
  A: -3 | B: -4% | C: -14% | D: -7% | E: 6% | F: 3% | G: -5% | H: -7% | I: 51%[activator]
O=C(c1c[nH]c(C(=O)C(Cl)(Cl)Cl)c1)c1ccc(F)cc1F
  A: -2 | B: 0% | C: 0% | D: 1%[2.29 µM] | E: 13%[2.29 µM] | F: 1% | G: -7% | H: -7% | I: 25%
COc1ccc(CCC(C)N2CCOCC2)cc1 (configuration not stated)
  A: -9 | B: -3% | C: -22% | D: 0% | E: 14% | F: -7% | G: 1% | H: -10% | I: 31%
Cc1ccc(OCCCn2c(-c3ccc(Cl)cc3)nc3ccccc3c2=O)cc1C
  A: 8 | B: -7% | C: -17% | D: -1% | E: 11% | F: 16% | G: -5% | H: -1% | I: 44%[activator]
CC1CCCCC12NC(=O)N(CC(=O)Nc1sc3c(c1C(N)=O)CCC3)C2=O (configuration not stated)
  A: -8 | B: 1% | C: -9% | D: -5%[57.1 µM] | E: 4%[57.1 µM] | F: 1% | G: ? | H: i | I: 15%
Cc1ccc(S(=O)(=O)Oc2ccc(/C=C(/NC(=O)c3ccccc3)C(=O)NC(C)C(=O)O)cc2)cc1 (configuration not stated)
  A: 4 | B: -1% | C: -22% | D: -1% | E: 10% | F: 5% | G: -11% | H: 2% | I: 33%
COc1cc2c(cc1OC)C(C(=O)NCC1COc3ccccc3O1)C(c1cccnc1)N(C)C2=O (configuration not stated)
  A: -2 | B: 4% | C: 1% | D: -5% | E: -6% | F: -5% | G: -4% | H: 1% | I: 34%
Cc1ccc2nc(N3C(=O)C(O)=C(C(=O)c4cc5ccccc5o4)C3c3cccs3)sc2c1 (configuration not stated)
  A: 0 | B: 0% | C: -18% | D: -9% | E: ? | F: 37%[activator] | G: 1% | H: i | I: -12%
O=C(CC1C(=O)NCCN1Cc1ccccc1)NCCC1=CCCCC1 (configuration not stated)
  A: -1 | B: 6% | C: -18% | D: 1% | E: -5% | F: -5% | G: -9% | H: -2% | I: 29%
Clc1cccc(Cl)c1/C=C/c1nc2ccccc2[nH]1
  A: -8 | B: 2% | C: -9% | D: 168%[activator] | E: 9% | F: 9% | G: -1% | H: -11% | I: 53%
O=C(CN(CCc1ccccc1)S(=O)(=O)c1ccc(Cl)cc1)N/N=C/c1ccccc1C(=O)O
  A: 0 | B: -2% | C: -5% | D: 5%[57.1 µM] | E: 11%[57.1 µM] | F: -2% | G: -6% | H: 5% | I: 9%
CC1CCC2(CC1)NC(=O)N(CC(=O)c1ccc(Cl)s1)C2=O (configuration not stated)
  A: -6 | B: 8% | C: -18% | D: 6% | E: -2% | F: 2% | G: 12% | H: -10% | I: 10%
CCN(CC)c1cc(C)c2cc(NC(=O)c3ccc(Br)o3)ccc2n1
  A: -1 | B: 9% | C: -24% | D: -5% | E: ? | F: 11% | G: 8% | H: -1% | I: -26%
N#Cc1ccccc1OCC(=O)N1CCN(C(=O)c2ccco2)CC1
  A: -1 | B: 1% | C: -21% | D: 6% | E: 15% | F: 1% | G: -1% | H: i | I: 19%
O=S(=O)(/N=C/c1ccccc1O)c1cccs1
  A: 0 | B: 2% | C: -13% | D: 9% | E: 20% | F: -1% | G: 7% | H: . | I: 43%
CCOC(=O)Cn1c(CN(C)Cc2ccccc2)nc2c1c(=O)n(C)c(=O)n2C
  A: 5 | B: 2% | C: -9% | D: -10% | E: -14% | F: -2% | G: ? | H: -6% | I: 49%[activator]
CCOC(=O)c1c[nH]c2c(C(F)(F)F)cccc2c1=O
  A: 4 | B: 13% | C: -13% | D: 10%[57.1 µM] | E: 7%[57.1 µM] | F: 42%[activator] | G: -4% | H: i | I: 34%[activator]
Cc1ccc(C(=O)COC(=O)c2ccccc2NC(=O)c2ccccc2)cc1[N+](=O)[O-]
  A: -3 | B: 0% | C: -20% | D: 1% | E: 15% | F: -1% | G: -5% | H: -2% | I: 27%
CCC(=O)N1CCN(c2ccc(NC(=S)NC(=O)C(C)C)cc2)CC1
  A: 3 | B: -10% | C: -6% | D: -2% | E: 8% | F: 29% | G: -2% | H: i | I: 28%
CCOC(=O)c1c(C)[nH]c(C)c1S(=O)(=O)NCC(=O)Nc1cccc(C(F)(F)F)c1
  A: 4 | B: 0% | C: -24% | D: 2%[57.1 µM] | E: 19%[57.1 µM] | F: -15% | G: -2% | H: -8% | I: -12%
CCOc1ccc(OCc2ccc(C(=O)Nc3cccnc3)cc2)cc1
  A: -1 | B: 5% | C: -8% | D: -1% | E: 32% | F: -5% | G: 0% | H: i | I: 20%
COCCN(C(=O)CC1OC(=O)c2ccccc21)c1c(N)n(Cc2ccccc2)c(=O)[nH]c1=O (configuration not stated)
  A: -1 | B: 7% | C: -23% | D: 5% | E: 23% | F: 0% | G: 0% | H: -8% | I: 28%
CSc1ncccc1C(=O)Nc1nccs1
  A: -1 | B: 5% | C: -16% | D: 2% | E: 7% | F: -1% | G: -1% | H: 0% | I: -5%
O=C(CCNS(=O)(=O)c1ccccc1F)NC1CCCCCC1
  A: -20 | B: 0% | C: -5% | D: 2% | E: 14% | F: 10% | G: -6% | H: 0% | I: 44%[activator]

Entries of single compounds, looked up by structure. Values in the order: PI4K2A inh | mIDH1 inhibitor | USP1-UAF1 inh | TrxR1 substrate | TrxR1 inh | GLS inh | Pin1 inh | Tb PGK inh | HP1b binding inh
O=S(=O)(/N=C/c1ccccc1O)c1cccs1 in the list: 0 | 2% | -13% | 9% | 20% | -1% | 7% | . | 43%
Cc1ccc(C(=O)COC(=O)c2ccccc2NC(=O)c2ccccc2)cc1[N+](=O)[O-] in the list: -3 | 0% | -20% | 1% | 15% | -1% | -5% | -2% | 27%
CCOc1ccc(OCc2ccc(C(=O)Nc3cccnc3)cc2)cc1 in the list: -1 | 5% | -8% | -1% | 32% | -5% | 0% | i | 20%
